PAX8 inh HTS: inhibitors of PAX8-driven TPO luciferase reporter, primary screen, RMG-I cells, single concentration; SteadyGlo, 24 h; 1.2% of 360,000 active; inhibition, % at 12.6 µM; AID 652154, 2013;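 active = mean replicate inhibition at least 60% with every replicate also reaching 60%; inconclusive = only one of the two criteria is met; inactive = mean below 60% and not all replicates reaching 60%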;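 note: luciferase light reporting Pax8 driven TPO promoter activity; plate controls were median of neutral control wells for no effect and mitoxantrone controls for full effect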
EWS-Fli block: EWS/Fli-driven NR0B1 reporter inhibitors, primary screen, A673 cells, NR0B1 luciferase, luminescence, MLPCN library. inhibition, % at 12.6 µM. viability-normalised. AID 651661, 2012. 0.67% of 350,000 active;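 active = mean inhibition of at least 50% after viability correction, with every replicate also passing that limit; inconclusive = mean reaches 50% but only one of two replicates passes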;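 note: firefly luciferase signal divided by Alamar Blue viability fluorescence both relative to DMSO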
FN deposit inh: inhibitors of fibronectin matrix deposition, primary screen, AH1F cells, Alexa488-fibronectin fluorescence, plate reader | 0.086% of 350,000 active | inhibition, % at 12.6 µM | AH1F fibroblasts, overnight;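 active = mean inhibition across replicates of 30% or more, regardless of how many single replicates reach that level; inconclusive = mean under 30% yet at least half of replicates reach 30%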;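 note: positive control wells lacked labelled fibronectin entirely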
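Measured by – fluorescence 485/525 nm · System – AH1F fibroblast monolayer, labelled fibronectin deposition · Amount – 10000 cells per well · Buffer or medium – serum-reduced DMEM (2% serum) · Doses – single dose, pinned · Also added – fluorescent fibronectin at 24 nM final · Schedule – 1 h cell attachment, overnight exposure to compound and label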
S100A4 MyoIIA: inhibitors of S100A4-myosin IIA peptide binding, primary screen, biochemical, fluorescence polarization, TAMRA-MyoIIA peptide | inhibition, % at 10.7 µM | 0.14% of 360,000 active;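 active = mean inhibition of at least 70% across replicates, with every replicate also reaching that level; inconclusive = mean inhibition reaches 70% but some replicates fall short; inactive = mean inhibition below 70%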
Target sequence (P26447 whole entry, looked up): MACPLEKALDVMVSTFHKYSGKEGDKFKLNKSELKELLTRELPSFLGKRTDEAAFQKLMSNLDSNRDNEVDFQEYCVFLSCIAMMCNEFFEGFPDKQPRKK
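Compound dosing: one dose per compound; test system: human S100A4 monomer with TAMRA-labelled myosin IIA peptide; probe or stimulus: TAMRA-labelled myosin IIA heavy-chain peptide probe, 5 nM; medium: HEPES buffer with Ca2+, pH 7.2; schedule: 5 min incubation before reading; benchmarks: neutral control DMSO, positive control TFP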
PglD inh: C. jejuni PglD acetyltransferase inhibitors, primary screen, biochemical, DTNB colorimetric, single point | UDP-N-acetylbacillosamine N-acetyltransferase PglD (Campylobacter jejuni) | purified PglD enzyme, DTNB colorimetric CoA detection | inhibition, % at 12.5 µM | 0.098% of 360,000 active | AID 602405, 2012; in the data active = inhibition above about 16%, passing the limit was not always enough; inconclusive = no clear call, values can overlap the other calls; note: strong numbers were not always called active
ERAP1 HTS inh: human ERAP1 aminopeptidase inhibitors, primary screen, biochemical, single point, plate reader; inhibition, % at 10.7 µM; 0.15% of 340,000 active; recombinant ERAP1, Leu-AMC fluorescence, 60 min; AID 652197, 2013;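 active = mean replicate inhibition of at least 30%, or all replicates individually reaching that 30% level; inactive = mean below 30% and not every replicate reaching it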;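 note: 0% = neutral control wells and 100% = L-leucinethiol positive control wells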
Target sequence (Q9NZ08 whole entry, looked up): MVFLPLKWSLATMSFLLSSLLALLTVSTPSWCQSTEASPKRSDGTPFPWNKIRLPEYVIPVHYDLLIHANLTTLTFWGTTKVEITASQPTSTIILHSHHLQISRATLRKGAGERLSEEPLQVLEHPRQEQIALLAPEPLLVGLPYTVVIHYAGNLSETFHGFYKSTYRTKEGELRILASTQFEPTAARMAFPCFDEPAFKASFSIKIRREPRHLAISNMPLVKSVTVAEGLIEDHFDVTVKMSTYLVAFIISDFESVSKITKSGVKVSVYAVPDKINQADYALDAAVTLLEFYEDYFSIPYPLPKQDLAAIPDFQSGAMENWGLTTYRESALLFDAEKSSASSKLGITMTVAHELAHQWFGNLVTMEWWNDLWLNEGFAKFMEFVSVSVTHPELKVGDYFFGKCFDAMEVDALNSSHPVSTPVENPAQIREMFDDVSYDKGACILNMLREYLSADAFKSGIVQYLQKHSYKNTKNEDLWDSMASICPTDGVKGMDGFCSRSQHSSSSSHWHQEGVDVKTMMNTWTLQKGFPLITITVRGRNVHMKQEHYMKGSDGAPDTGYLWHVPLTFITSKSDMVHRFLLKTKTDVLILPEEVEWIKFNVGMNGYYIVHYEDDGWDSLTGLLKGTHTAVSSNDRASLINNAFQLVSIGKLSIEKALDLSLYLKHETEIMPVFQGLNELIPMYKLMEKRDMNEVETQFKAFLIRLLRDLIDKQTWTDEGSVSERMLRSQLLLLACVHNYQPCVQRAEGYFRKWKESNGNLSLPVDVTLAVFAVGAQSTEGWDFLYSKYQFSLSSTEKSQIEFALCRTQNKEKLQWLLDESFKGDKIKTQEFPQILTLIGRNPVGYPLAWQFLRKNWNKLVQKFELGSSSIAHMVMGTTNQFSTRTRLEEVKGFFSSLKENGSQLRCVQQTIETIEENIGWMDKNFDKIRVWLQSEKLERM
PGC1a acetyl inh: inhibitors of PGC1a acetylation signal, primary screen, cell-based, U2OS, AlphaScreen, inhibitor mode; 0.17% of 350,000 active; inhibition, % at 15.6 µM; AlphaScreen anti-acetyl-lysine; with virally co-expressed GCN5 acetyltransferase;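 active = every replicate shows inhibition of at least 40%; inconclusive = mean inhibition at least 40% but some replicate below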;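 note: 0% = neutral control wells and 100% = positive control wells; some results beyond the cut were filed as inactive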
LGR2 inh: inhibitors of bursicon-induced LGR2 CRE-luciferase signal, primary screen, cell-based, HEK293, CRE-luciferase reporter, bursicon stimulation | Drosophila bursicon receptor LGR2 (rickets) | bursicon-stimulated, 4 h | inhibition, % at 9.99 µM | 0.35% of 380,000 active | AID 720647, 2013;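 active = drop in luminescence signal, shown as inhibition above about 50% in the replicate tests, limit read from the data, passing the limit was not always enough; inconclusive = probably only some replicates passing the limit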;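 note: agonist challenge used bursicon conditioned medium at about half maximal strength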
Active calls of the source: *; ? = inconclusive; . = no result given.

Start of the listing, in advance, two compounds:
Below each SMILES – PAX8 inh HTS, EWS-Fli block, FN deposit inh, S100A4 MyoIIA, PglD inh, ERAP1 HTS inh, PGC1a acetyl inh, LGR2 inh
1. OCCC1CN(Cc2cnc(N3CCCC3)s2)CCN1Cc1ccccc1 (centres undefined)
 : 4, 2, -2, 0, -4, 0, 7, .
2. CC(C)NC(=O)Nc1ccc2c(c1)C(=O)N([C@@H](C)CO)C[C@@H](C)[C@H](CN(C)Cc1ccc(C(F)(F)F)cc1)O2
 : -10, 12, ., 1, -1, 1, 6, -4

The whole of this part, from the start:
Below each SMILES – PAX8 inh HTS, EWS-Fli block, FN deposit inh, S100A4 MyoIIA, PglD inh, ERAP1 HTS inh, PGC1a acetyl inh, LGR2 inh
1. OCCC1CN(Cc2cnc(N3CCCC3)s2)CCN1Cc1ccccc1 (centres undefined)
 : 4, 2, -2, 0, -4, 0, 7, .
2. CC(C)NC(=O)Nc1ccc2c(c1)C(=O)N([C@@H](C)CO)C[C@@H](C)[C@H](CN(C)Cc1ccc(C(F)(F)F)cc1)O2
 : -10, 12, ., 1, -1, 1, 6, -4
3. CN(C)c1cc[n+](CC(=O)c2cccs2)cc1
 : 14, 2, 10, 5, -1, 0, -9, 1
4. COc1ccc(Cl)cc1C(=O)NNC(=O)CCNC(C)=O
 : 16, 12, ., -13, 1, -3, ., -1
5. C[C@@H](NC(=O)[C@@H]1[C@@H](CO)[C@@H]2Cn3c(cccc3=O)[C@@H]2N1C(=O)C1CC1)c1ccccc1
 : 2, 0, ., -12, -5, 2, -2, 13
6. CCCN(C)C[C@H]1OCCCC[C@H](C)Oc2ccc(NC(=O)Cc3ccccc3)cc2C(=O)N([C@H](C)CO)C[C@H]1C
 : 16, 4, ., 9, 6, -6, 6, 24
7. CCC(C)[C@H](NC(=O)NCc1ccc(S(N)(=O)=O)cc1)C(=O)OC (some centres undefined)
 : 7, 7, ., -3, -1, -1, 16, 4
8. COC(=O)[C@@]1(Cc2ccc(F)cc2)[C@H]2c3cc(C(=O)N(C)C)n(Cc4ccc(S(C)(=O)=O)cc4)c3C[C@H]2CN1C(=O)c1ccccc1
 : 18, 11, 4, -32, ., ., ., 3
9. COc1ccc(CN(C)C[C@@H]2OCCCC[C@@H](C)Oc3ccc(NC(=O)Nc4ccc(C(F)(F)F)cc4)cc3C(=O)N([C@H](C)CO)C[C@@H]2C)cc1
 : -6, -8, ., -16, -2, -2, 15, .
10. C[C@@H]1CN([C@H](C)CO)C(=O)c2cccc(NC(=O)Nc3ccc(F)cc3)c2O[C@@H]1CN(C)C(=O)NC1CCCCC1
 : 6, 4, ., 10, 4, 1, 1, -33
11. CCC(C)Sc1ccc([C@H]2N[C@@](C)(C(=O)OC)[C@H]3C(=O)N(C)C(=O)[C@@H]23)cc1 (some centres undefined)
 : -2, -1, -19, -2, -2, ., ., -16
12. OCC1(Cc2ccc(F)cc2F)CCCN(Cc2ccc(Cl)cc2)C1 (centres undefined)
 : 17, 14, -10, -2, 7, 1, ?, -2
13. CCCNC(=O)Nc1ccc2c(c1)OC[C@@H](C)N(C(=O)C1CCOCC1)C[C@@H](C)[C@@H](OC)CN(C)C2=O
 : -2, 12, 0, ., 3, ., 4, 9
14. O=C1O[C@H](c2ccccc2)[C@H](c2ccccc2)N2[C@H]1[C@@H](C(=O)N1CCCCCCC1)[C@]1(C(=O)Nc3ccc(C#CC4=CCCCC4)cc31)[C@H]2c1ccc(O)cc1
 : 6, 0, ., -32, -1, 1, 0, .
15. C[C@H]1CCCCO[C@@H](CN(C)C(=O)Nc2ccc(F)cc2)[C@@H](C)CN([C@@H](C)CO)C(=O)c2cc(NC(=O)c3ccccc3)ccc2O1
 : 5, -11, ., -5, 2, 0, 3, 6
16. CCOc1cc2c3c(c1)C1(C(=O)N3C(C)(C)C=C2C)C(C#N)=C(N)Oc2cc(O)ccc21 (centres undefined)
 : 9, ., 10, ., 4, ., 4, .
17. O=C(N/N=C/c1cnc(N2CCCCC2)s1)c1ccc(C(F)(F)F)cc1
 : 74*, 54*, 0, -7, ., -3, -3, 19
18. COc1ccc(CCNc2c([N+](=O)[O-])ncn2C)cc1OC
 : -2, -8, -6, -6, 2, 0, 19, .
19. CCCN1CCC(NC(=S)Nc2ccc([N+](=O)[O-])cc2)CC1
 : 3, -3, -12, -3, ., -1, ., -15
20. C=CCOc1ccc(/C(O)=C2/C(=O)C(=O)N(CCCn3ccnc3)C2c2ccco2)cc1 (centres undefined)
 : -88, -2, -1, 8, -1, -1, -6, -21
21. COc1cccc(CCc2nnc(CCC(=O)NCCC3CCCCO3)o2)c1 (centres undefined)
 : -15, ., -5, -5, 2, -3, 5, 4
22. Cc1ccc(NS(=O)(=O)c2ccc(C(=O)N3CCN(c4ncccn4)CC3)cc2)cc1
 : 23, 16, 0, -1, ., 0, -2, .
23. O=C(O)C1CC1C(=O)N1CCN(c2ccc(Cl)c(Cl)c2)CC1 (centres undefined)
 : 2, ., -12, ., 8, ., 1, .
24. Cc1cccc(NS(=O)(=O)c2ccc(C(C)(C)C)cc2)n1
 : -28, 17, 5, -3, -4, -1, -6, -3
25. CCOc1ccc(NC(=S)N(CCc2c(C)[nH]c3ccc(C)cc23)Cc2ccco2)cc1
 : 10, -8, 3, 2, 1, 4, -7, 0
26. O=C(CCc1ccccc1)NNC(=O)Cc1ccc(Cl)cc1
 : 4, -4, -1, -7, ., -2, -2, 3
27. C[C@H]1CN([C@@H](C)CO)C(=O)c2cc(NS(=O)(=O)c3cccs3)ccc2O[C@H]1CN(C)S(=O)(=O)c1cn(C)cn1
 : 6, -2, -11, 8, 1, 1, -10, -4
28. COC(=O)c1sc(-c2cccs2)cc1N
 : -92, -47, -1, -6, -2, 0, 2, .
29. CC(=O)NC(Cc1cc(C)ccc1C)C(=O)N1CCN(C(=O)c2ccc([N+](=O)[O-])cc2)CC1 (centres undefined)
 : 9, 8, -1, -11, 1, 1, ., -7
30. O=C(COC(=O)c1ccc2c(c1[N+](=O)[O-])C(=O)c1ccccc1C2=O)NC1CC1
 : 0, 27, 5, 5, ., 0, -14, -6

Along the list, as entered above.
Nos. 23 to 26 in EWS-Fli block read ., 17, -8, -4
Nos. 23 to 26 in S100A4 MyoIIA read ., -3, 2, -7

(continued)
31) Cn1c(=O)c2c(ncn2CC(=O)NC(C)(C)C)n(C)c1=O
32) O=C(CCc1nc2ccccc2c(=O)[nH]1)Nc1nnc(SCc2ccc(F)cc2)s1
33) S=c1[nH]ccn1-c1cccc(Cl)c1
34) O=C(NCc1ccccc1Cl)C1CCN(C(=O)c2ccc(F)cc2)CC1
35) CSc1ccc(CN(C)CC(=O)N(C)CC(=O)Nc2ccccc2Br)cc1
36) Cc1ccc(OC(=O)COc2ccccc2)c(-n2nc3ccccc3n2)c1
37) CCOc1ccc(OCCN2C(=O)c3ccccc3C2=O)cc1
38) CO[C@@H]1CN(C)C(=O)c2cc(NC(=O)Nc3cc(F)ccc3F)ccc2OC[C@H](C)N(C(=O)c2cnccn2)C[C@H]1C
assay / entry	31	32	33	34	35	36	37	38
PAX8 inh HTS	.	-4	-17	-6	5	-228	-117	11
EWS-Fli block	9	5	3	0	4	.	-59	-6
FN deposit inh	.	2	7	-6	18	9	.	-10
S100A4 MyoIIA	-2	8	-3	-5	-3	.	14	-8
PglD inh	-5	.	1	-3	2	2	-2	-1
ERAP1 HTS inh	-1	1	12	-2	1	.	-2	2
PGC1a acetyl inh	-6	.	-4	3	-11	1	.	3
LGR2 inh	-4	13	.	3	6	.	-74	8

Limited to S100A4 MyoIIA and PglD inh, for two of the compounds above:
#	SMILES	S100A4 MyoIIA	PglD inh
34	O=C(NCc1ccccc1Cl)C1CCN(C(=O)c2ccc(F)cc2)CC1	-5	-3
35	CSc1ccc(CN(C)CC(=O)N(C)CC(=O)Nc2ccccc2Br)cc1	-3	2

Continued.
39) CCC(=O)N1[C@H](CO)[C@H](c2ccccc2)[C@@H]1CNC(=O)CN1CCOCC1
40) Cc1ccc(C(=O)/C=C/c2ccccc2[N+](=O)[O-])cc1
41) COc1ccc(N2C(=O)c3ccccc3NC(=O)C2C(=O)NCC(C)C)cc1 (centres undefined)
42) CC(=O)N1N=C(c2ccc(Br)cc2)CC1c1ccc(Br)cc1 (centres undefined)
43) COc1ccc(C(=O)NNC(=O)CN2CCC(n3nnc4cc(C(F)(F)F)ccc43)CC2)cc1
44) CCn1c(SCc2ccccc2)nnc1C1CCCCC1
45) COC(Cn1c(-c2cccc(S(=O)(=O)N(C)C)c2)n[nH]c1=S)OC
46) Nc1ccc(-n2nc(C(F)(F)F)cc2C(F)(F)F)cc1
assay / entry	39	40	41	42	43	44	45	46
PAX8 inh HTS	19	-7	-7	-89	.	-11	14	-9
EWS-Fli block	-5	5	-2	-86	7	.	7	-6
FN deposit inh	-4	-3	0	-6	.	1	.	4
S100A4 MyoIIA	5	-5	-5	9	-18	.	10	-11
PglD inh	-3	.	.	-2	4	7	.	-9
ERAP1 HTS inh	1	-1	.	1	1	.	4	-8
PGC1a acetyl inh	9	-48	.	.	9	.	1	-1
LGR2 inh	7	-53	8	-17	3	1	8	4

47) COCC(=O)NNC(=O)Cc1ccc(Cl)cc1
48) O=C(Nc1ccc([N+](=O)[O-])cc1)Nn1cnnc1
49) COc1cc(/C=C2\SC(N3CCC(C)CC3)=NC2=O)ccc1O
50) COCC(=O)N1[C@H](CO)[C@H](c2ccc(-c3cccnc3)cc2)[C@@H]1C#N
assay / entry	47	48	49	50
PAX8 inh HTS	2	3	4	-1
EWS-Fli block	-5	.	6	-3
FN deposit inh	3	-5	7	-1
S100A4 MyoIIA	-14	-4	-2	2
PglD inh	.	-1	-3	-4
ERAP1 HTS inh	0	0	7	-2
PGC1a acetyl inh	1	.	.	9
LGR2 inh	5	-7	-35	-12

Sorted by value in LGR2 inh (ascending): 4 of the compounds above
cpd	SMILES	LGR2 inh
49	COc1cc(/C=C2\SC(N3CCC(C)CC3)=NC2=O)ccc1O	-35
50	COCC(=O)N1[C@H](CO)[C@H](c2ccc(-c3cccnc3)cc2)[C@@H]1C#N	-12
48	O=C(Nc1ccc([N+](=O)[O-])cc1)Nn1cnnc1	-7
47	COCC(=O)NNC(=O)Cc1ccc(Cl)cc1	5

Source: PubChem BioAssay (Broad Institute)
